human PMI inhibition: MPI enzyme activity inhibition – biochemical, fluorescence intensity, coupled assay, primary screen (AID 1209) | purified PMI enzyme, coupled fluorescence intensity; higher % means a stronger effect | 190,000 tested, 0.42% active | inhibition, % at 20 µM, or IC50 in µM where a hit was titrated;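 note: plate controls were DMSO vehicle for no effect and wells lacking substrate for full effect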
TNAP activation fold: human TNAP enzyme activators, primary screen, biochemical, luminescent, no phosphate acceptor, uHTS (AID 1001). purified TNAP, luminescent activation assay, no phosphate acceptor; higher activation fold means a stronger effect. 200,000 tested, 0.03% active. one-dose activation fold at 20 µM; EC50 in µM for titrated hits; in the data active = activation fold from about 3, or a potency from the dose series; inactive = the rest, 99 in 100 with activation fold below about 1.6; note: many of its hits are not listed in these tables
M17LAP inhibition: P. falciparum M17LAP inhibitors, primary screen, biochemical, fluorogenic H-Leu-NHMec substrate, 1536-well (AID 1619); recombinant M17LAP, H-Leu-NHMec fluorogenic kinetic assay; higher % means a stronger effect; inhibition, % at 30 µM; hits with a dose series show IC50 in µM; 220,000 tested, 0.38% active;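 active = compound inhibiting the enzyme by more than half at any dose during confirmatory dose-response retesting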;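 note: plate controls were full reaction with DMSO carrier for no effect and no enzyme background for full effect; strong numbers were not always called active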
Yfh1-depleted yeast: enhancers of respiration in Yfh1-depleted yeast, dose response, Friedreich's ataxia, plus single-dose screen (AID 1465); S. cerevisiae Yfh1-off respiration, WST-1 reduction, 72 h; higher fold induction means a stronger effect; fold induction at 50 µM; hits with a dose series show EC50 in µM; 220,000 tested, 0.074% active;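 active = fold induction of absorbance versus untreated yeast above a set limit, then at least 30% activation at any dose in follow-up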;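 note: activators that raise dye reduction in frataxin-depleted yeast; strong numbers were not always called active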
M1AAP inhibition: P. falciparum M1AAP inhibitors, biochemical, fluorogenic H-Leu-NHMec substrate, 1536-well (AID 1445) | recombinant M1AAP, H-Leu-NHMec fluorogenic kinetic assay; higher % means a stronger effect | inhibition, % at 30 µM; hits with a dose series show IC50 in µM | 220,000 tested, 0.42% active;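 active = primary inhibition above the hit cutoff, then over 50% inhibition at one or more dose response concentrations, cut at about 23% in these data, passing the limit was not always enough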;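 note: plate controls were DMSO full reaction for no effect and no enzyme background for full effect; strong numbers were not always called active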
XIAP antagonists: XIAP antagonists, biochemical, IAP family, fluorescence polarization (AID 1018); XIAP BIR domain, fluorescence polarization peptide displacement; higher % means a stronger effect; displacement, % at 20 µM; hits with a dose series show IC50 in µM; 200,000 tested, 0.007% active; in the data active = displacement above about 50%; note: a part of the inactive calls stands beside numbers as strong as those of hits
PMI inhibition: MPI inhibition at elevated mannose 6-phosphate – biochemical, fluorescence intensity, high mannose 6-phosphate, primary screen (AID 1220); recombinant PMI enzyme, coupled fluorescence intensity; higher % means a stronger effect; inhibition, % at 20 µM; hits with a dose series show IC50 in µM; 190,000 tested, 0.66% active
LYP inhibition: inhibitors of LYP phosphatase, biochemical, fluorescence intensity, uHTS (AID 1779). recombinant LYP phosphatase, fluorescence intensity; higher % means a stronger effect. one-dose inhibition, % at 11.5 µM; IC50 in µM for titrated hits. 290,000 tested, 0.054% active;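 note: plate controls were vehicle with enzyme for no effect and no enzyme for full effect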
WT yeast gro inh: growth inhibition of WT yeast, mitochondrial fusion screen | mitochondrial fusion phenotypic screen, WT strain | inhibition, % at 10 µM | 190,000 tested, 2.1% active | AID 1362; in the data active = inhibition above about 58%; tested in S. cerevisiae
WT yeast gro inh mutant strain: also measured in WT yeast gro inh; calls as there; inhibition, %; mitochondrial fusion phenotypic screen, mutant strain inhibition
The depositor's hits bear a star; i = inactive; / = not tested or not shown. Cut-off read from the data, not from the text of the source, unless noted: active = inhibition above about 50%; inactive = the rest.

The opening 3 records (preview)
Molecule,M1AAP inhibition,LYP inhibition,TNAP activation fold,Yfh1-depleted yeast,PMI inhibition,WT yeast gro inh,M17LAP inhibition,human PMI inhibition,WT yeast gro inh mutant strain,XIAP antagonists
COCCn1c(N)c(C(=O)OCc2ccccc2)c2nc3ccccc3nc21,13%,-14%,1.1,i,49%,0,-31%,22%,-1,-3.4%
O=C(COC(=O)c1ccc(F)cc1)Nc1cc(S(=O)(=O)N2CCOCC2)ccc1N1CCCC1,3%,1%,1.1,i,2%,4,3%,-17%,-2,-17%
c1ccc(-c2ncc3ccccn23)cc1,4%,-7%,/,i,/,/,10%,/,/,/

Results (from the top)
Molecule,M1AAP inhibition,LYP inhibition,TNAP activation fold,Yfh1-depleted yeast,PMI inhibition,WT yeast gro inh,M17LAP inhibition,human PMI inhibition,WT yeast gro inh mutant strain,XIAP antagonists
COCCn1c(N)c(C(=O)OCc2ccccc2)c2nc3ccccc3nc21,13%,-14%,1.1,i,49%,0,-31%,22%,-1,-3.4%
O=C(COC(=O)c1ccc(F)cc1)Nc1cc(S(=O)(=O)N2CCOCC2)ccc1N1CCCC1,3%,1%,1.1,i,2%,4,3%,-17%,-2,-17%
c1ccc(-c2ncc3ccccn23)cc1,4%,-7%,/,i,/,/,10%,/,/,/
CC1(C)OC(=O)C(=NNc2ccc(Cl)cc2)C(=O)O1,8%,-8%,1,i,-7%,15,3%,1%,20,-3.2%
COc1ccccc1NC(=O)Nc1nn(C)c2cccc(OC)c12,0%,-1%,/,i,/,/,3%,/,/,/
Cc1sc2nc(C)n(/N=C/c3ccccc3)c(=O)c2c1C,-5%,-6%,1.1,i,11%,-1,4%,12%,1,-0.4%
CN(C(=O)COC(=O)c1cc(Br)c(Br)s1)C1CCS(=O)(=O)C1 (stereo not given),-3%,-8%,0.9,i,-8%,-1,4%,-10%,11,-6.3%
O=C(Cc1coc2ccc3ccccc3c12)NCc1cccs1,3%,2%,1.1,i,16%,-16,8%,19%,4,-10%
CN(C)c1ccc(/C=N/NC(=O)c2ccccc2O)o1,20%,-3%,2.9,i,-7%,-7,20%,-20%,-6,-4.7%
CC(C)(C)C(=O)/C=c1\[nH]c(=O)/c(=C\c2ccc(C#N)cc2)s1,16%,-5%,1,i,0%,4,2%,-3%,-2,-1.9%
CCCn1c(C(C)NC(=O)c2ccccc2)n[nH]c1=S (stereo not given),-2%,-7%,/,i,/,/,1%,/,/,/
Cc1cc(OC(=O)C2CC2)c([N+](=O)[O-])c(=O)[nH]1,1%,-4%,1.2,i,1%,-9,1%,-28%,-6,0.8%
O=C(c1ccc(=O)oc1)N1CCCc2ccccc21,12%,-4%,1,i,-4%,3,-7%,-6%,7,-11%
CSc1nc2ncc(C(=O)O)c(N)n2n1,1%,4%,1.1,i,-6%,-10,-14%,-16%,0,-9.5%
CCCCNS(=O)(=O)c1ccc2nc(-c3cccnc3)cc(C(=O)NC(C)CC)c2c1 (stereo not given),3%,-12%,1.1,/,-10%,11,1%,-10%,-6,-6.1%
O=C(NCc1cccs1)c1cc2c(s1)CS(=O)(=O)C2,5%,2%,1,i,2%,-15,3%,6%,11,-7.7%
COc1ccc(NC(=S)N(CCN(C)C)C(C)c2ccco2)cc1 (stereo not given),7%,-5%,1,i,13%,-16,2%,16%,6,14%
CS(=O)(=O)N(CC(=O)N1CCN(c2ccccc2F)CC1)c1cc(C(F)(F)F)ccc1Cl,6%,-13%,1.1,i,1%,2,-12%,5%,2,-5.7%
COc1ccc(C(=O)/C=C/Nc2ccc(S(=O)(=O)Nc3ncccn3)cc2)cc1,4%,-2%,1,i,-4%,3,-3%,2%,10,-8.0%
COc1ccc(-c2ccc(C#N)c(OC)n2)cc1,14%,-18%,1.1,i,-11%,-14,1%,-18%,-5,-6.9%
O=C(N/C=C/c1ccccc1)Nc1ccc(Cl)cc1,1%,-3%,1.1,i,14%,13,-7%,8%,-3,-11%
O=C(/C=C1\SC(=O)NC1=O)Nc1ccc(F)cc1,11%,-5%,1.1,i,-3%,0,6%,-11%,3,-5.2%
COc1ccc(/C=N/Nc2ncnc3sc4c(c23)CCCC4)cc1OC,4%,0%,1.4,i,-10%,14,0%,2%,-9,-4.7%
C=CCc1ccc(OCc2ccc(C(=O)OC)o2)c(OC)c1,3%,-9%,1.1,i,12%,1,2%,13%,8,-5.7%
Cc1ccccc1S(=O)(=O)Cc1ccc(C(=O)N2CCN(c3ccc(F)cc3)CC2)o1,5%,-6%,1,i,-2%,24,2%,-3%,6,-1.7%
O=C(NCc1cccs1)c1cc(-c2ccncc2)nc2ccc(Br)cc12,0%,-5%,1,i,4%,-3,5%,11%,-6,-3.4%
COc1ccc(OCCn2c(C)c(/C=N/n3cnnc3)c3ccccc32)cc1,8%,6%,1,i,19%,-10,-7%,5%,1,-4.3%
O=S(=O)(Nc1cccc2c1ccc1cccn12)c1cccs1,7%,-2%,1.1,i,7%,12,12%,1%,-5,-2.3%
CC(c1nnc(SCC(=O)Nc2sccc2C#N)n1-c1ccc(Cl)cc1)N(C)C (stereo not given),5%,-4%,1.2,i,-2%,-1,3%,2%,-5,2.3%
NS(=O)(=O)c1ccc(CCNC(=O)CSc2ccsc2[N+](=O)[O-])cc1,22%,1%,0.8,i,2%,-4,-5%,0%,-18,-3.9%
Cc1nc2nc3c(cn2n1)C(=O)CCC3,8%,-3%,1,/,-7%,5,4%,1%,-1,-2.6%
CCn1c2ccc(C)cc2c2nnc(SCCN3CCOCC3)nc21,1%,-5%,1.1,i,-2%,12,0%,1%,-3,-2.2%
CCCCC(=O)NC(NC(=O)CCCC)c1ccc(OCCC)c(OC)c1,-1%,5%,1.3,i,-12%,-16,2%,-17%,-1,-2.4%
COc1ccccc1N1CCN(C(=O)c2oc3cc(C)c(C)cc3c2C)CC1,-9%,7%,1,i,24%,57,1%,24%,26,-3.2%
CC(=O)Nc1ccc(S(=O)(=O)Nc2nccc(/C=C/c3ccc(Cl)cc3)n2)cc1,8%,-7%,1.1,i,31%,7,-13%,16%,-10,-2.8%
COc1cc(S(=O)(=O)NCCCN2CCOCC2)ccc1Cl,7%,-6%,1.1,i,-3%,5,-3%,8%,19,-22%
Cc1ccc(C2=[N+]([O-])C3(CCCCC/C3=N\NC(N)=S)N(O)C2(C)C)o1 (stereo not given),6%,-9%,0.6,/,1%,-5,17%,-1%,1,-2.0%
CN(C)c1ccc(C2CC(=O)OC3=C2C(=O)CC(C)(C)C3)cc1 (stereo not given),3%,0%,1,i,17%,-14,16%,-6%,-1,-8.2%
Cc1ccc(-n2c(C(C)C)nc3oc4ccccc4c(=O)c3c2=O)cc1,1%,-8%,/,i,/,/,1%,/,/,/
Cc1ccc2nc(NC(=O)c3ccc(NS(=O)(=O)c4cccs4)cc3)sc2c1,4%,-6%,1.1,i,-10%,9,0%,-1%,7,-5.6%
Cc1ccc(N(Cc2cc3ccc(C)cc3[nH]c2=O)S(C)(=O)=O)c(C)c1,11%,-3%,/,i,/,/,10%,/,/,/
CC1(C)Oc2ccccc2OC1(O)c1ccc2ccccc2n1 (stereo not given),6%,-4%,1,i,-7%,-11,15%,-6%,-14,-2.1%
CC(C)[C@H](NC(=O)Nc1ccccc1F)C(=O)O,3%,-6%,1.2,i,-13%,7,23%,-12%,8,-2.8%
O=C(c1ccc(CS(=O)(=O)c2ccc(Br)cc2)o1)N1CCN(C2CCCCC2)CC1,-2%,-3%,1,/,-8%,-3,2%,-9%,-12,-4.7%
O=[N+]([O-])c1ccc(CN2CCSCC2)cc1,-1%,-6%,1.2,i,8%,-12,1%,6%,14,-6.2%
COc1ccc(N=Nc2ccc(N)nc2N)cc1,6%,-3%,/,i,/,/,10%,/,/,/
Cc1cc(Oc2ccc(C(C)(C)C)cc2)nc(N2CCOCC2)n1,9%,-8%,1.2,i,8%,75*,16%,4%,17*,-0.7%
CCCc1nc2cc(Cl)c([N+](=O)[O-])cc2o1,-2%,-9%,1,i,14%,8,-3%,11%,12,-9.9%
Cc1nc(SCC#N)c2c3c(sc2n1)CCC3,0%,-2%,1,i,0%,18,1%,-2%,6,-3.0%
N/C(=N\OC(=O)CCC1CCCC1)c1ccccn1,1%,-7%,1.2,i,4%,8,7%,15%,-2,-2.8%
O=C(CN(Cc1ccccc1)S(=O)(=O)c1ccccc1)N/N=C/c1ccc([N+](=O)[O-])cc1,7%,0%,1.1,i,18%,28,6%,24%,-6,-4.2%
CN(C)C(CNC(=O)Nc1cccc(Cl)c1)c1cccnc1 (stereo not given),9%,-1%,1.1,i,15%,1,2%,14%,-22,3.0%
CCC(C)n1nnc2c(=O)oc3ccccc3c21 (stereo not given),-1%,-2%,1.2,i,0%,-3,2%,0%,-10,-7.4%
O=Cc1cn(CC(=O)N2CCCc3ccccc32)c2ccccc12,23µM*,-2%,1.1,i,7%,13,-10%,5%,-7,-3.7%
O=C(CCNS(=O)(=O)c1ccc(Br)s1)Nc1ccc(Cl)cc1,7%,-3%,1,i,7%,18,11%,7%,21,-21%
COc1ccc2[nH]c(=O)c(CN(CC3CCCO3)C(=S)Nc3cccc(C)c3)cc2c1 (stereo not given),17%,4%,1,i,0%,11,0%,8%,10,-11%
CCOC(=S)SCC(=O)Nc1nc(-c2ccc(Br)cc2)cs1,4%,-2%,1.1,i,-1%,74*,6%,2%,57*,-0.2%
CC(C)(C)S(=O)(=O)c1cnc2c(-c3ccsc3)cnn2c1N,4%,-2%,1,i,-7%,-20,-7%,-10%,21,-6.9%
C=CCn1c(SCC(=O)c2[nH]c(C)c(C(=O)OCC)c2C)nc2scc(-c3ccc(OC)c(OC)c3)c2c1=O,-2%,-3%,1,i,5%,-19,-7%,4%,-31,-1.5%
CC(C)N1C(=O)CCC1C(=O)NCCc1ccccc1 (stereo not given),8%,-16%,1,i,-10%,-17,5%,-4%,-12,-8.2%

Additional entries:
Molecule,M1AAP inhibition,LYP inhibition,TNAP activation fold,Yfh1-depleted yeast,PMI inhibition,WT yeast gro inh,M17LAP inhibition,human PMI inhibition,WT yeast gro inh mutant strain,XIAP antagonists
O=C(NCCCCc1ccccc1)C1CC(c2ccccc2[N+](=O)[O-])=NO1 (stereo not given),3%,2%,1,i,9%,-14,4%,18%,-11,1.8%
Cc1ccc(-c2nc3ccccc3s2)cc1S(=O)(=O)N1CCOCC1,11%,1%,1.1,i,-2%,15,3%,0%,14,-5.6%
Cc1cc(C(=O)NC(C)c2ccncc2)no1 (stereo not given),4%,-6%,1.1,i,8%,-2,-8%,10%,-1,-1.7%
Cc1ccc(NC(=O)c2nsc(Cl)c2Cl)cc1,-2%,0%,/,i,/,/,8%,/,/,/
Oc1cccc(/C=N\Nc2nncc(-c3ccccc3)n2)c1,-4%,1%,1,i,6%,0,13%,9%,4,-9.1%
C/C=C/c1ccc(OCCCCOc2ccccc2C(C)=O)c(OC)c1,2%,1%,1.2,i,5%,21,-6%,-1%,-3,0.9%

No enrichment for hits; overall some 3.7% were active at least once.
